Screening results from PubChem.
IDE act = IDE (human) activation, cell-based. HEK cells, FAbeta-B cleavage, fluorescence polarization; 0% vehicle, 100% cell-free pure enzyme wells. activation, % at 5.96 µM. 340,000 compounds, 0.073% hits. AID 493087;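 active = activation above the mean of all tested compounds plus 3 SD, set per screening campaign, cut at about 17% in these data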
M18AAP inhibitor = PfM18AAP enzyme inhibition; recombinant PfM18AAP, H-Glu-NHMec fluorogenic cleavage; inhibition, % at 7.35 µM; 290,000 compounds, 1.2% hits; AID 1822;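 active = inhibition above the campaign mean inhibition over all tested compounds plus 3 SD, cut at about 28% in these data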;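 also: 0% = plate median of test compound wells and 100% = 2 mM ZnCl2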
MEKK3 PB1 HTS = raises or lowers MEK5 binding to the human MEKK3 PB1 domain; bead-based flow cytometry, Alexa488-MEK5 binding to MEKK3; actives lie on both sides; 0 = blocked by unlabeled MEK5, 100 = vehicle; Q99759; 290,000 compounds, 1.4% hits; binding response (% of control), % at 10 µM;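 active = binding response more than 3 SD above or below the average of its plate-row segment, actives on both sides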;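 also: Alexa488 bead fluorescence after subtracting the streptavidin-only scavenger bead signal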
Target sequence (Q99759 whole entry, looked up, the tested form may be a part): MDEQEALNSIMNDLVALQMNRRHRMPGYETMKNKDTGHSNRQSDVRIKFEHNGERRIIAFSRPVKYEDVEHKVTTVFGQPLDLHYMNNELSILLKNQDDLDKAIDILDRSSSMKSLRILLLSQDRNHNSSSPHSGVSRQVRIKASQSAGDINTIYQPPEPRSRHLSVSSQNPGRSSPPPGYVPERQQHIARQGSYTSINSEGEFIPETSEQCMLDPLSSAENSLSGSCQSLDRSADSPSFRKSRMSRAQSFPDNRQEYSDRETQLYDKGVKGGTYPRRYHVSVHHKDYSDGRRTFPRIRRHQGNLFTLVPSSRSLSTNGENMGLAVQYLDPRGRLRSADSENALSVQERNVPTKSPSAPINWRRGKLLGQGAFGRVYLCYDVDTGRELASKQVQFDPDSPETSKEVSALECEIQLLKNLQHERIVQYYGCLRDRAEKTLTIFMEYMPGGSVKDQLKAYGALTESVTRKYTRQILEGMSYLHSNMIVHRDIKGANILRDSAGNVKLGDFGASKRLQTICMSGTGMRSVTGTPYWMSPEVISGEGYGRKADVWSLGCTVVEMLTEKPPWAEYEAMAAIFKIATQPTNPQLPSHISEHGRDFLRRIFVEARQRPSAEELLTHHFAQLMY
MEKK2mut PB1 HTS = signal of MEK5 binding to mutant human MEKK2 PB1 domain; 290,000 compounds, 0.35% hits; bead flow cytometry, Alexa488-MEK5 binding to MEKK2 mutant; AID 1530; percent response, % at 10 µM; in the data active = percent response above about 24%, passing the limit was not always enough; also: inactives centre near 1; some results filed as inactive read as strong as hits; reference of the scale not given here
IDE cell inh = cellular human IDE inhibition | AID 434962 | 320,000 compounds, 0.41% hits | inhibition, % at 5.59 µM | HEK cells, FAbetaB cleavage, fluorescence polarization;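 active = percent inhibition above the average of all tested compounds plus 3 SD, set per screening campaign, cut at about 16% in these data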;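 also: IDE supplied by intact live HEK cells; FP after avidin binding of uncleaved biotin substrate so inhibition keeps polarization high; 0% = DMSO wells and 100% = 60 µM reference IDE inhibitor Ii1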
MEKK2wt PB1 HTS = raises or lowers MEK5 binding to wildtype human MEKK2 PB1 domain | bead flow cytometry, Alexa488-MEK5 binding to MEKK2 WT; actives lie on both sides | binding response (% of control), % at 10 µM | 290,000 compounds, 1.1% hits | AID 1531; in the data active = binding response below about 67% or above about 130%
NALP1 yeast inh = blocks the NALP1 inflammasome reconstituted in yeast. inhibition, % at 10 µM. 280,000 compounds, 0.61% hits. AID 2071. S. cerevisiae NALP1/ASC/caspase-1 growth, X-gal OD620, 72 h; in the data active = inhibition mostly above about 24%, no sharp cut-off; inactive = mostly below about 32%; also: some compounds called inactive have numbers as strong as hits
pCIP destab = compounds decreasing mouse p/CIP protein stability; F442A p/CIP-EGFP cells, EGFP fluorescence, 16 h; AID 1984; 290,000 compounds, 0.01% hits; decrease of EGFP signal, % at 10 µM; Q05BA5;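 active = EGFP signal decrease of at least 30% at 10 µM or well 3 SD below plate mean, unless failing retest; inactive = the rest, including hits failing retest or dose response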; also: some compounds called inactive have numbers as strong as hits; many of its hits are not listed in these tables
SUMO HTRF inh = inhibitors of human SUMOylation (UBC9). HTRF SUMOylation assay, SAE1/SAE2 + UBC9, in vitro. inhibition, % at 35 µM. 290,000 compounds, 0.36% hits. AID 2006; in the data active = inhibition above about 50%, passing the limit was not always enough; also: strong numbers were not always called active
Target sequence (P63279 whole entry, looked up): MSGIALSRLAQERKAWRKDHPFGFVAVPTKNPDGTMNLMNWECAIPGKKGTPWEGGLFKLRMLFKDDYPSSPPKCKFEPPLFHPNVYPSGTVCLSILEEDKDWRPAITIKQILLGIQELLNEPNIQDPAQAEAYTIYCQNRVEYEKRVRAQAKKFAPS
Starred values were filed as active, the others as inactive; . = no result given; [ ] = dose if it differs, or a comment.

#	SMILES	IDE act	M18AAP inhibitor	MEKK3 PB1 HTS	MEKK2mut PB1 HTS	IDE cell inh
1	COc1ccccc1NC(=S)N1CCn2cccc2C1c1cccnc1 (stereo not given)	-2	-5	97	-3	9
2	C/C(=C\C(=O)c1ccc(Br)cc1)Nc1ccc(Cl)cc1	-3	0	92	-1	0
3	O=C(Cn1nc(-c2ccccc2)ccc1=O)N1CCCCC1	-3	2	97	-1	-1
4	COc1ccc(C(C)C)cc1S(=O)(=O)NCC1CCCO1 (stereo not given)	3	3	109	10	.
5	CC(C)C(c1nnnn1C1CCCCC1)N1CCN(C(=O)c2ccco2)CC1 (stereo not given)	2	0	101	0	7
6	Cn1nnc(NC(=O)c2cccc(OCc3ccccc3)c2)n1	2	-6	90	0	-3
7	COc1cccc2c(=O)c(SC(F)(F)C(F)C(F)(F)F)c(C)[nH]c12 (stereo not given)	4	-2	103	0	-1
8	COc1ccc(S(=O)(=O)NCCC(=O)NCc2cccs2)cc1	-2	-4	89	-7	1
9	CSc1ccc(OC2CCCCC2NS(=O)(=O)c2ccccc2)cc1 (stereo not given)	4	-1	124	-1	-5
10	COc1ccccc1N1C(=O)c2ccc(C(=O)Nc3ccc(F)cc3)cc2C1=O	5	-11	99	-6	-2
11	COc1ccc(OC)c(NC(=O)N2CCCC(CNS(=O)(=O)c3cccs3)C2)c1 (stereo not given)	4	1	78	-6	3
12	Clc1ccc2nnnc(-c3ccccc3)c2c1	0	6	96	-2	6

#	MEKK2wt PB1 HTS	NALP1 yeast inh	pCIP destab	SUMO HTRF inh
1	94	1	0	6
2	93	30	-30	-3
3	99	0	-11	-3
4	103	1	-5	4
5	95	2	-6	8
6	97	4	1	2
7	104	10	-9	22
8	87	4	-2	4
9	97	10	0	2
10	85	14	2	-6
11	87	8	4	24
12	96	41	-10	12

The list goes on:
#	SMILES	IDE act	M18AAP inhibitor	MEKK3 PB1 HTS	MEKK2mut PB1 HTS	IDE cell inh
13	CC(C)Oc1ccc(C(CCNCc2ccc(O)cc2)c2ccccc2)cc1 (stereo not given)	-1	1	107	24*	.
14	O=C(O)CSc1ncnc2sc3c(c12)CCCC3	1	2	93	-6	3
15	CC(Nc1nc(-c2cccc(Br)c2)cs1)c1nc2cc(Cl)c(N3CCCCC3)cc2n1CCOCCO (stereo not given)	-4	-9	100	-5	1
16	COc1ccc(CCNC(=O)C(=O)c2c[nH]c3ccccc23)cc1OC	0	-1	107	2	.
17	Cc1nnsc1C(=O)N/N=C/c1ccc(OC(F)(F)F)cc1	2	13	103	-1	-1
18	O=Cc1cccc(OCc2cccc3ccccc23)c1	3	3	106	5	1
19	CC(=O)N(Cc1cccs1)C1CCOC(C)(C)C1 (stereo not given)	3	8	104	15	3
20	Cc1cc(C(=O)N/N=C/c2ccc([N+](=O)[O-])o2)c(C)o1	8	8	85	-22	0
21	COC(=O)C(C)N(C(=O)c1cccc2ccccc12)c1c(C)cccc1C (stereo not given)	2	-1	109	4	3
22	Cc1cc(C)nc(N(C#N)Cc2ccccc2Cl)n1	-4	10	108	8	-1
23	CN(C)CCOC(=O)C1(c2ccccc2)CCCC1	-4	-19	101	8	6
24	CCCCCCn1cc(C(=O)OCC)c(=O)c2cc(F)c(F)cc21	1	1	85	-33	-3

#	MEKK2wt PB1 HTS	NALP1 yeast inh	pCIP destab	SUMO HTRF inh
13	150*	26	11	-16
14	90	-1	3	13
15	98	17	-3	-14
16	104	25	-14	-13
17	98	2	-7	6
18	99	12	6	12
19	107	-17	-4	19
20	87	5	-14	19
21	105	8	-14	-4
22	113	0	-8	7
23	106	5	2	5
24	88	-2	-10	7

The results go on.
#	SMILES	IDE act	M18AAP inhibitor	MEKK3 PB1 HTS	MEKK2mut PB1 HTS	IDE cell inh
25	CCC(=O)Nc1ccc(C(=O)OCC(=O)c2ccc(C)c([N+](=O)[O-])c2)cc1	5	11	85	-8	4
26	COCCNC(=O)Cn1nc(-c2ccccc2)c2ccccc2c1=O	4	-6	96	-1	5
27	COc1ccc(-c2c[n+](CC(=O)c3cccs3)c3n2CCC3)cc1	-2	-1	93	-8	1
28	CCOC(=O)N1CCN(C(=O)c2cn(CC)c3ccc(S(=O)(=O)N4CC(C)CC(C)C4)cc3c2=O)CC1 (stereo not given)	2	0	103	-1	-6
29	O=C(O)C(Cc1ccccc1)NS(=O)(=O)c1ccc(Cl)cc1 (stereo not given)	-2	-6	104	2	5
30	Cc1cc(OCC(=O)Nc2ccc(S(=O)(=O)N3CCN(C)CC3)cc2)ccc1Cl	-1	4	108	10	4
31	Cc1nnc(SCc2cc(=O)[nH]c(=S)[nH]2)s1	4	47*	100	1	0
32	Cc1onc(-c2ccccc2)c1C(=O)Nc1nnc(N2CCCCCC2)s1	1	3	102	0	1
33	O=Nc1ccc(NOC(=O)c2ccccc2)cc1	9	19	114	6	-1
34	O=C(c1cccc(-c2nnc(-c3ccccc3)o2)c1)N1CCCCC1	-2	-1	100	6	7
35	O=C1CCC(C(=O)Nc2cccc(Br)c2)N1 (stereo not given)	2	-11	84	-1	2
36	On1nnc2cc(C(F)(F)F)ccc21	2	0	101	-2	-2

#	MEKK2wt PB1 HTS	NALP1 yeast inh	pCIP destab	SUMO HTRF inh
25	86	17	-6	-15
26	99	1	2	-4
27	104	2	-22	16
28	100	8	4	7
29	100	10	9	3
30	111	-14	-13	-20
31	96	-16	-16	10
32	97	28	4	-1
33	108	22	-12	12
34	103	2	-3	-9
35	91	11	-10	22
36	101	13	13	-2

(cont.)
#	SMILES	IDE act	M18AAP inhibitor	MEKK3 PB1 HTS	MEKK2mut PB1 HTS	IDE cell inh
37	CC(C)CC(NC(N)=O)C(=O)OCC(=O)Nc1ccc(OC(F)F)cc1 (stereo not given)	-6	-4	99	-7	3
38	Cc1ccnc(SCC(=O)O)n1	5	6	101	4	2
39	COc1ccc(Cn2c(=O)[nH]c3cc(C(=O)Nc4ccccc4C)ccc32)cc1	-5	5	98	-6	-8
40	Cc1cccc(CN2CCc3c(OCC(=O)N4CCCc5ccccc54)cccc3C2=O)c1	8	2	103	18	5
41	COc1cccc(NC(=O)CSc2ncnc3c2cnn3Cc2ccccc2)c1	0	5	98	-5	-3
42	COc1cccc(C(=O)Nn2cnnc2)c1	2	30*	90	-15	1
43	Cc1ccc(S(=O)(=O)N(C)CC(=O)N2CCc3ccccc32)cc1	4	1	104	-1	7
44	O=C(O)CCNS(=O)(=O)c1ccc2c(c1)Cc1ccccc1-2	6	0	108	4	9
45	COC(=O)c1cc(C(=O)N2CCOCC2)cc([N+](=O)[O-])c1	3	-1	106	2	-2
46	O=C(N/N=C/c1ccnc2ccccc12)c1ccccc1O	-1	-1	100	2	.
47	CCC(=O)c1c(NC(C)C)cc(C)oc1=O	2	2	100	2	-9
48	O=C1c2ccccc2S(=O)(=O)c2cc(N3CCN(c4ccccn4)CC3)ccc21	3	.	109	0	0

#	MEKK2wt PB1 HTS	NALP1 yeast inh	pCIP destab	SUMO HTRF inh
37	95	0	-5	6
38	101	6	2	9
39	96	9	-8	9
40	106	17	-10	0
41	94	10	-3	7
42	84	-9	0	6
43	98	-7	-18	21
44	110	-7	-10	16
45	102	38	-1	7
46	100	9	5	9
47	104	-8	9	26
48	97	.	.	.

Taken from above.
Reading of `CC(C)CC(NC(N)=O)C(=O)OCC(=O)Nc1ccc(OC(F)F)cc1` (stereo not given) in MEKK2mut PB1 HTS: -7
Reading of `O=C1c2ccccc2S(=O)(=O)c2cc(N3CCN(c4ccccn4)CC3)ccc21` in IDE act: 3

Following part:
#	SMILES	IDE act	M18AAP inhibitor	MEKK3 PB1 HTS	MEKK2mut PB1 HTS	IDE cell inh
49	Cc1ccc2cc(CN(Cc3ccco3)C(=O)NCc3ccccc3)c(=O)[nH]c2c1C	-1	4	106	11	-5
50	COC(=O)c1sccc1NC(=O)/C=C\c1ccc(Cl)cc1Cl	-1	-2	102	-1	.
51	O=C(Nn1c(O)c(C=C2N=c3ccccc3=N2)sc1=S)c1cccc(Cl)c1	-10	54*	79	-4	5
52	OCC[C@H]1C[C@@H](O)[C@H](O)[C@]2(CCCO2)O1	-3	.	100	0	6
53	CCn1cc([N+](=O)[O-])c(C(=O)N2CCCc3ccccc32)n1	4	2	101	1	.
54	O=C(Nc1nc2ccccc2s1)c1ccc2c(c1)OCO2	-1	-2	95	-2	4
55	COc1ccc(OC)c(/C=N/c2c(-c3ccc(O)c(OC)c3)nc3ccccn23)c1	3	18	95	-8	2
56	Cn1c(NC2CCCCC2)c(N=O)c(=O)n(C)c1=O	-2	-4	91	-12	-1
57	O=C(N/N=C/c1cccc2ccccc12)c1cccs1	-2	-2	101	-1	.
58	CSCC[C@H](NC(=O)OC(C)(C)C)C(=O)N1CCC(C(=O)N[C@H](C(=O)O)C(C)C)CC1	6	-10	113	10	0
59	N=c1sccn1CC(=O)Nc1cccc(S(N)(=O)=O)c1	1	3	87	-8	2
60	O=C(NN=C1CCCC1)c1cc(Br)ccc1O	4	-1	107	-1	-3
61	CNC(=O)C1(C(F)(F)F)C/C(=C\CCO)CCCO1 (stereo not given)	-1	-3	97	-6	2
62	COc1ccc(C)cc1Nc1n[n+](C)c(-c2ccc(C(=O)O)cc2)s1	.	.	109	4	.
63	C[C@@H]1CC=C[C@H]2[C@H]1C(=O)N(Cc1ccccc1)[C@H]2c1ccc(F)c(/C=C/c2ccccc2)c1	-2	.	111	7	-1

#	MEKK2wt PB1 HTS	NALP1 yeast inh	pCIP destab	SUMO HTRF inh
49	113	5	-8	16
50	97	-12	-9	13
51	49*[inhibitor]	-2	0	27
52	97	.	.	.
53	99	21	-3	-12
54	96	28	2	11
55	93	8	-6	28
56	91	17	-2	4
57	102	30	-6	-10
58	113	-4	-7	3
59	85	14	-8	5
60	103	-13	-6	4
61	95	-14	1	4
62	113	.	-4	4
63	113	2	-8	4

By substructure: the entries above containing fluorine (8)
#	SMILES	IDE act	M18AAP inhibitor	MEKK3 PB1 HTS	MEKK2mut PB1 HTS	IDE cell inh
7	COc1cccc2c(=O)c(SC(F)(F)C(F)C(F)(F)F)c(C)[nH]c12 (stereo not given)	4	-2	103	0	-1
10	COc1ccccc1N1C(=O)c2ccc(C(=O)Nc3ccc(F)cc3)cc2C1=O	5	-11	99	-6	-2
17	Cc1nnsc1C(=O)N/N=C/c1ccc(OC(F)(F)F)cc1	2	13	103	-1	-1
24	CCCCCCn1cc(C(=O)OCC)c(=O)c2cc(F)c(F)cc21	1	1	85	-33	-3
36	On1nnc2cc(C(F)(F)F)ccc21	2	0	101	-2	-2
37	CC(C)CC(NC(N)=O)C(=O)OCC(=O)Nc1ccc(OC(F)F)cc1 (stereo not given)	-6	-4	99	-7	3
61	CNC(=O)C1(C(F)(F)F)C/C(=C\CCO)CCCO1 (stereo not given)	-1	-3	97	-6	2
63	C[C@@H]1CC=C[C@H]2[C@H]1C(=O)N(Cc1ccccc1)[C@H]2c1ccc(F)c(/C=C/c2ccccc2)c1	-2	.	111	7	-1

#	MEKK2wt PB1 HTS	NALP1 yeast inh	pCIP destab	SUMO HTRF inh
7	104	10	-9	22
10	85	14	2	-6
17	98	2	-7	6
24	88	-2	-10	7
36	101	13	13	-2
37	95	0	-5	6
61	95	-14	1	4
63	113	2	-8	4

The list is partial, so the mix of outcomes need not match the whole.
